NTR1 ag: agonists of NTR1, primary screen, imaging, U2OS cells, beta-arrestin-GFP, high content (AID 493036); Neurotensin receptor type 1 (Homo sapiens), P30989; NTR1-U2OS beta-arrestin-GFP spot imaging, agonist mode; activation, % at 20 µM; 0.17% of 330,000 active;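 active means activation at or above 40% of the spot to cytoplasm intensity ratio, with at least 20 cells analyzed; inconclusive means wells under 20 cells, flagged as cytotoxic or low count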;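 further: 0% = DMSO without peptide and 100% = 100 nM NTR1 peptide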
Target sequence (P30989 whole entry, looked up): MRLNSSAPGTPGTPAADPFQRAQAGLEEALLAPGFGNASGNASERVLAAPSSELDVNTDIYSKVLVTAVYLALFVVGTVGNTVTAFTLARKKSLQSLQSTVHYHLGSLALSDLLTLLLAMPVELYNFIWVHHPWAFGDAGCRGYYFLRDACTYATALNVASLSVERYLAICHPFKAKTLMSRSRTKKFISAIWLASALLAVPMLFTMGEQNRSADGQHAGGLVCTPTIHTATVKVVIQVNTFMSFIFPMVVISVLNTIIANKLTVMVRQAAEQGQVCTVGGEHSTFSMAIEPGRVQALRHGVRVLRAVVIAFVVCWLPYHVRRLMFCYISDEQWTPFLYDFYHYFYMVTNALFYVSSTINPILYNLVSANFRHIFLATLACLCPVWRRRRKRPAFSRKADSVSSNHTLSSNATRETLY
Myeloid diff MLP: induction of myeloid progenitor differentiation, primary screen, cell-based, flow cytometry, MLPCN library; ER-HoxA9 myeloid progenitors, lysozyme-GFP differentiation; 1% of 360,000 active; AID 624256, 2012; calls only at 10 µM;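 active means normalized GFP-positive differentiation at or above the plate's own cutoff, the solvent-only control mean plus 3 SD; inconclusive means no clear call, values can overlap the other calls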;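 further: cells exposed to compound for four days before flow analysis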
T cell modulator: modulators of CD8 T cell-vesicle binding, primary screen, mouse 2C CD8+ T cells, flow cytometry | 2C CD8+ T cell-vesicle binding; active compounds read low | calls only at 7 µM | 0.068% of 330,000 active | AID 2052, 2009;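 active means response, share of CD8 T cells binding vesicles, and their 90th percentile fluorescence all below set limits, cut at about 80% in these data, passing the limit was not always enough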
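Read-out – percent CD8+ FL2 mean versus row control · System – murine 2C transgenic CD8+ T lymphocytes · Times – 1.5 h cell–vesicle binding at 37 °C, then 20 min icy labelling · Control set – naked vesicles low, QL9 vesicles with vehicle high · Detection – cytometric PE anti-B7-1 and Alexa647 anti-CD8 signals after 1% paraformaldehyde fixation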
T cell modulator vesicle-bound %: also measured in T cell modulator; calls as there; double positive events, %; measured here: CD8+ vesicle-bound cell fraction;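 binding gate set so that unloaded-vesicle control wells show 10% double positive cells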
NTR1 ag cell count 20 µM: also measured in NTR1 ag; calls as there; cell count; measured here: cell count, cytotoxicity flag
Myeloid diff MLP GFP+ MAC1+ %: also measured in Myeloid diff MLP; calls as there; GFP+ MAC1+ double positive, %; measured here: differentiation confirmed by MAC1 staining
Starred values were filed as active, the others as inactive; i = inactive; ? = inconclusive; / = not tested or not shown. The list is partial; the hit share may differ from the screen's.

SMILES	NTR1 ag	NTR1 ag cell count 20 µM	Myeloid diff MLP	Myeloid diff MLP GFP+ MAC1+ %	T cell modulator	T cell modulator vesicle-bound %
CCN(c1cccc(C)c1)S(=O)(=O)c1cc2c3c(c1)CCN3C(=O)CC2	-0.8	51	i	0.2	i	24.0
O=[N+]([O-])c1cccc(S(=O)(=O)N2CN(c3ccc(Br)cc3)c3nc4ccccc4nc32)c1	0.0	44	i	0.6	i	56.7
C[C@@H]1NC(=O)N[C@@H]1CCCCCC(=O)O	-1.4	40	i	2.5	i	28.8
Cc1cccc(NS(=O)(=O)c2ccc(C(=O)NCC3(N4CCCCC4)CCCCC3)cc2)c1C	2.4	73	i	0.5	i	27.6
Cc1ccc(S(=O)(=O)N2CCOCC2)cc1C(=O)OCC(=O)NCCc1ccccc1	-0.8	66	i	1.2	i	45.8
Cc1cc(C(=O)NN=C2CCCCCCC2)c2ccccc2n1	0.5	59	i	0.5	i	28.4
O=C(Cn1ncc(Cl)c(Cl)c1=O)NC1CCCCC1	21.8	48	?	/	i	7.0
CN(C(=O)COC(=O)C1CCN(S(=O)(=O)c2c(Cl)cccc2Cl)CC1)C1CCCCC1	0.5	56	i	0.4	i	48.6
Cc1cc(C)cc(OCC(=O)OCC(=O)N(C)CC(=O)Nc2ccc(F)cc2)c1	1.5	67	i	0.5	i	58.7
OCCCn1c(C2CCCN2c2nc(-c3ccc(F)cc3)cs2)nc2cc(C(F)(F)F)ccc21 (stereo not drawn)	22.6	63	i	0.5	i	20.9
COc1ccc(NC(=O)CN(C)C(=O)c2c(C)nn(Cc3ccccc3)c2C)cc1	-0.1	63	i	0.2	i	20.5
CC(C)C[C@H]1CN=C(N(C)C)N1CC1CCCC1	-1.8	94	i	0.6	i	39.4
Cc1cc[n+](CC[n+]2ccc(C)cc2)cc1	0.5	62	i	1.0	i	21.6
O=C(NCCOc1ccccc1)c1ccccc1SCC(=O)N1CCCC1	0.7	68	i	0.1	i	47.6
C[C@H](CO)N1C[C@H](C)[C@@H](CN(C)Cc2ccccc2)Oc2c(NC(=O)C3CC3)cccc2C1=O	1.9	51	i	0.9	i	21.5
COc1cc(/C=C/C(=O)OCC(=O)c2ccccc2)cc(OC)c1OC	-0.1	52	i	0.3	i	46.8
CC(=O)c1cccc(NC(=O)COC(=O)c2ccc3c(c2)OCO3)c1	0.6	62	i	0.8	i	24.3
N#Cc1ccc(CN2CCN(C(=O)c3ccc(S(=O)(=O)NCc4ccco4)cc3)CC2)cc1	-0.7	42	i	0.6	i	42.5
CSCCC(NC(=O)COc1ccccc1)C(=O)OCCOc1ccc(F)cc1 (stereo not drawn)	1.3	56	i	0.7	i	55.5
O=C(CN1C(=O)NC2(CCCCC2)C1=O)N(Cc1ccco1)Cc1cccs1	1.4	48	i	1.4	i	30.8
CCN(CC(=O)Nc1ccc2c(c1)OCO2)CC(=O)Nc1ccccc1C(F)(F)F	-2.4	44	i	0.5	i	35.2
O=C(OCc1nnc(-c2ccccc2)o1)c1ccc(Br)o1	1.2	53	i	0.4	i	34.4
CC(OC(=O)CC1CCCC1)C(=O)Nc1ccc(Cl)cn1 (stereo not drawn)	-0.5	69	i	1.4	i	38.7
CCCn1c(N)c(C(=O)CSc2nnc(Cc3cccs3)n2C2CC2)c(=O)n(C)c1=O	-0.3	61	i	1.0	i	32.8
COc1ccc(CCNC(=O)c2cc3c(cc2Cl)N2CCCCCC2=NS3(=O)=O)cc1	2.8	66	i	0.7	i	15.4
Cc1c(C(=O)N2CCCC(C(F)(F)F)C2)oc2ccccc12 (stereo not drawn)	-1.4	65	i	0.2	i	38.7
COc1cccc(NC(=O)CN(C)C(=O)c2ccc(COc3ccccc3)o2)c1	-1.7	45	i	0.1	i	8.6
CC1CC(C)CN(C(=O)c2cc(S(=O)(=O)N3CCCCC3)ccc2Cl)C1 (stereo not drawn)	0.4	68	i	0.6	i	40.2
Cc1ccc(NC(=S)NC(=O)c2cccs2)cc1F	1.5	62	i	0.9	i	54.4
Cc1cc(C)c2nc(N(CCCN(C)C)C(=O)c3ccc4c(c3)OCCO4)sc2c1	4.5	34	i	2.9	i	40.4
Cc1csc(=O)n1CC(=O)Nc1nc2ccccc2s1	-0.3	59	i	0.8	i	47.6
CC1(C)CC(=O)C(=Cc2cn(-c3ccccc3)nc2-c2ccccc2)C(=O)C1	71.1*	56*	i	0.1	i	22.0
CN(C(=O)COC(=O)c1ccc(Br)c([N+](=O)[O-])c1)c1c(N)n(Cc2ccccc2)c(=O)[nH]c1=O	0.3	63	i	0.6	i	2.0
CC(Oc1ccc(C#N)cc1)C(=O)NC1CCCC1 (stereo not drawn)	-2.0	53	i	0.6	i	39.4
COc1ccc(C(=O)c2nccc3cc(OC)c(OC)cc23)cc1OC	-0.7	44	i	0.9	i	33.5
O=C(Nc1cc(S(=O)(=O)N2CCOCC2)ccc1Oc1ccc(F)cc1)C1=COCCO1	4.3	55	i	0.6	i	52.6
Cc1ccc(NC(=O)C2CCN(S(=O)(=O)c3ccc4c(c3)OCCCO4)CC2)nc1	-1.1	52	i	0.6	i	36.4
CCCCCOc1ccc(C(=O)Nc2ccc(N3CCOCC3)cc2N2CCOCC2)cc1	5.0	49	i	1.4	i	21.9
COc1ccc2c(c1)OC[C@H]1[C@H]2N2C(=O)CN(Cc3ccc(F)cc3)C(=O)[C@@]2(C)[C@H]1c1ccccc1	2.4	67	i	1.0	i	41.5
O=C(Nc1cc(Cl)ccc1N1CCOCC1)c1ccc(F)c(S(=O)(=O)N2CCOCC2)c1	0.1	63	i	0.9	i	12.4
CCCN(CC1CC1)C(=S)NC(=O)c1ccccc1Br	1.4	68	i	1.7	i	26.2
CCOC(=O)c1ncn2c1[C@@H]1CCNC1C(=O)c1cc(OC)ccc1-2 (stereo partly drawn)	-1.4	70	i	2.1	i	63.1
COc1cc(/C=C2/N=C(c3ccccc3)OC2=O)c(F)cc1OCc1ccccc1	-0.1	67	i	1.3	i	19.6
COc1ccc(C(=O)N/N=C/c2ccc(N(C)c3ccccc3)cc2)cc1	2.4	53	i	0.4	i	34.2
COc1cc(/C=C/C(=O)OCC(=O)Nc2ccc3c(c2)OCO3)ccc1O	0.1	53	i	1.1	i	8.5

Gathered by group: the compounds so far with bromine
SMILES	NTR1 ag	NTR1 ag cell count 20 µM	Myeloid diff MLP	Myeloid diff MLP GFP+ MAC1+ %	T cell modulator	T cell modulator vesicle-bound %
O=[N+]([O-])c1cccc(S(=O)(=O)N2CN(c3ccc(Br)cc3)c3nc4ccccc4nc32)c1	0.0	44	i	0.6	i	56.7
O=C(OCc1nnc(-c2ccccc2)o1)c1ccc(Br)o1	1.2	53	i	0.4	i	34.4
CN(C(=O)COC(=O)c1ccc(Br)c([N+](=O)[O-])c1)c1c(N)n(Cc2ccccc2)c(=O)[nH]c1=O	0.3	63	i	0.6	i	2.0
CCCN(CC1CC1)C(=S)NC(=O)c1ccccc1Br	1.4	68	i	1.7	i	26.2

Following part:
SMILES	NTR1 ag	NTR1 ag cell count 20 µM	Myeloid diff MLP	Myeloid diff MLP GFP+ MAC1+ %	T cell modulator	T cell modulator vesicle-bound %
O=C(CCl)N1CCN(S(=O)(=O)c2ccc3c(c2)CCC3)CC1	6.9	55	i	1.0	i	38.9
Cc1ccc(C)c(S(=O)(=O)N2CCN(C(=O)C3CC3C)CC2)c1 (stereo not drawn)	-0.6	80	i	0.3	i	29.3
CNc1snc(C)c1C(=O)OC(C)C(=O)c1ccc(F)cc1 (stereo not drawn)	2.1	53	i	1.3	i	31.2
CN(C)C(CNC(=O)CSc1nc2ccccc2c(=O)n1Cc1ccco1)c1ccccc1 (stereo not drawn)	-0.4	42	i	0.4	i	45.5
CC(O)C(NC(=O)OCc1ccccc1)C(=O)OCc1ccccc1 (stereo not drawn)	1.8	69	i	0.6	i	25.7
CN(CC(=O)Nc1ccc(OC(F)(F)F)cc1)C(=O)C1CCC1	-2.3	64	i	0.1	i	39.0
COc1cc(NC(=O)C2=COCCO2)c(OC)cc1Cl	-0.7	61	i	1.0	i	46.7
COc1ccc(-c2csc(NC(C)c3nc4cc(Cl)c(Cl)cc4n3CCOCCO)n2)cc1 (stereo not drawn)	4.2	87	i	2.9	i	12.5
CC(C)(C)OC(=O)C[C@H]1C/C=C\C[C@H](CC(=O)N(CCO)Cc2ccccc2)C(=O)N[C@@H](Cc2ccccc2)COC1=O	-2.5	58	i	2.4	i	11.4
COc1ccc(S(=O)(=O)NCCCc2ccccc2)cc1	1.2	51	i	0.3	i	31.1
COc1ccc(S(=O)(=O)N2CCCCCC2)cc1C(=O)OCc1cccc(OC)c1OC	0.4	68	i	1.2	i	24.5
CC(OC(=O)CNC(=O)c1sc2ccccc2c1Cl)C(=O)NC1(C#N)CCCCC1 (stereo not drawn)	0.6	63	i	0.5	i	46.3
CN(C(=O)c1cccc(NC(=O)Cc2cccc([N+](=O)[O-])c2)c1)C1CCCC1	1.2	52	i	0.8	i	11.4
Cc1cccc(OCC(=O)NNC(=O)C2CCN(c3ncnc4sc(C)c(C)c34)CC2)c1	5.1	58	i	1.0	i	60.0
CCOP(=O)(OCC)C(Nc1ccccc1)c1ccc2c(c1)OCO2 (stereo not drawn)	-2.0	57	i	0.3	i	37.2
C[C@H](CO)N1C[C@H](C)[C@@H](CN(C)Cc2ccc(C(=O)O)cc2)Oc2c(NC(=O)c3ccncc3)cccc2C1=O	-3.3	56	i	0.5	i	6.4
O=C(CSc1ccc(F)cc1)Nc1nnc(-c2ccco2)o1	-1.1	58	i	0.6	i	28.9
CN(C)CCOC(=O)COc1ccc(Cl)cc1	0.2	70	i	1.8	i	38.9
CCOCC(=O)Nc1ccc2c(c1)N(S(=O)(=O)c1cccs1)CCC2	1.3	56	i	0.7	i	48.2
N#CC1(NC(=O)CSc2nc3ccccc3o2)CCCCC1	1.4	71	i	1.0	i	41.4
O=S(=O)(Nc1ccccc1F)c1ccc(Cl)nc1	-0.9	55	i	2.4	i	22.1
COc1ccc(-c2c(-c3cc(OC)cc(OC)c3)n(C)c3ccc(-c4cccc5[nH]ccc45)cc23)cc1	1.2	49	i	1.1	i	38.3
Cc1ccccc1OCCC(=O)OCC(=O)Nc1c(F)cccc1F	0.7	44	i	0.4	i	23.0
CCCCCCCNC(=O)C1(CC2CC(c3ccccc3)=NO2)CCNCC1 (stereo not drawn)	-1.4	71	i	0.5	i	7.9
O=C(COC(=O)c1ccc[n+]([O-])c1)Nc1ccc([N+](=O)[O-])cc1C(F)(F)F	2.0	71	i	0.9	i	50.9
Cc1cc(Br)ccc1NC(=O)CN(C)C(=O)C1CSC2(C)CCC(=O)N12 (stereo not drawn)	7.3	65	i	0.6	i	45.0
CCOC(=O)C1C2C=CC3(CN(c4ccccc4CC)C(=O)C13)O2 (stereo not drawn)	-2.4	66	i	1.0	i	47.1
O=C(CSc1nnc(C2CC2)n1C1CC1)c1ccc(F)cc1	0.5	53	i	1.4	i	30.3
CCCn1nc(C(=O)NNC(=O)c2cc(S(=O)(=O)NC)ccc2Br)c2ccccc2c1=O	-0.4	63	i	0.6	i	24.9
COc1cc(C2=CCN(C(C)=O)CC2)ccc1OC(C)=O	-3.7	83	i	1.0	i	40.5
CCC1(c2ccccc2)NC(=O)N(CC(=O)N(C)CC(=O)Nc2ccc(F)c(F)c2F)C1=O (stereo not drawn)	2.2	79	i	1.5	i	40.3
CCC(=O)C(C#N)(c1ccc(OC)c(OC)c1)C(C)C (stereo not drawn)	-0.2	53	i	0.8	i	37.7
CCCCCCSc1cccc(-c2nc3ccc(C)cn3c2NC2CCCCC2)c1	6.0	76	i	3.0	i	28.5
O=C(Oc1nsnc1N1CCOCC1)N1CCCC1	-0.7	91	i	1.0	i	39.9
COc1cccc(NC(=O)CN(C)C(=O)c2sc3cc(Cl)ccc3c2Cl)c1	7.5	36	i	1.0	i	47.3
O=C(Oc1nsnc1N1CCOCC1)N1CCCCC1	0.4	59	i	6.3	i	28.4
O=C(CCc1nc2ccccc2c(=O)[nH]1)Nc1nnc(SCc2ccccc2F)s1	0.0	94	i	0.9	i	38.9
COc1cc2c(cc1OC)CN(C(=O)CCNC(=O)c1ccccc1Cl)CC2	1.4	54	i	0.5	i	43.5
O=C(COC(=O)C1CC(=O)N(CCc2ccccc2)C1)c1ccc[nH]1 (stereo not drawn)	-1.9	61	i	0.1	i	35.8
